# Yeast growth inh: chemicals that inhibit yeast BB579 growth in restrictive medium (lifespan-shortening candidates); 140,000 tested, 0.51% active; inhibition, % at 10 µM; S. cerevisiae BB579 growth, OD615, 48 h; AID 804;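 active = inhibition above a set limit, 3 SD over the mean compound inhibition, cut at about 44% in these data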; note: inactives centre near -24
#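 System: DeaD yeast strain BB579; buffer or medium: CSMM-D dextrose restrictive medium; technique: OD at 615 nm; schedule: 4 h cell preincubation, 48 h compound exposure, 30 °C humidified; doses: single 10 µM dose; controls: amphotericin B 10 µg/mL, positive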
# NPY-Y2 antag: blocks the human neuropeptide Y Y2 receptor. 140,000 tested, 0.99% active. NPY-Y2 expressing cells, antagonist mode. P49146. inhibition, % at 2.7 µM; in the data active = inhibition above about 17%;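 note: 0% = vehicle with agonist challenge and 100% = reference antagonist with challenge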
# Target sequence (P49146 whole entry, looked up): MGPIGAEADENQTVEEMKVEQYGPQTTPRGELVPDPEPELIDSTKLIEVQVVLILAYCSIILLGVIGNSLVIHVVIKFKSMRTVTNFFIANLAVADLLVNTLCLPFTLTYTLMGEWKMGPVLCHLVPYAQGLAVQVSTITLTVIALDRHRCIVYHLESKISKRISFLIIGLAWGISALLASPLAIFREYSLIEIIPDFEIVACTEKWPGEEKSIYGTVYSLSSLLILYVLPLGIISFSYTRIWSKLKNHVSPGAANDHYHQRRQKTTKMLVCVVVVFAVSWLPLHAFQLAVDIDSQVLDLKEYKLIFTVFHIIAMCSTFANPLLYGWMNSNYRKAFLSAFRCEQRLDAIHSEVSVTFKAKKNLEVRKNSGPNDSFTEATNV
# PTEN del growth: suppresses growth of cells with PTEN deletion. HCT116 PTEN-null viability, CellTiter-Glo, 60 h; active compounds read low. viability, % at 10 µM. 140,000 tested, 1.2% active;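 active = viability at or below a set limit, 4 SD under the median of all tested compounds, cut at about 3.7% in these data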;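 note: PTEN knockout HCT116 line with beta catenin targeted HCT116 as companion control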
# Yeast life ext: yeast lifespan extension | AID 775 | S. cerevisiae growth with nicotinamide, OD615; deaD strain in restrictive glucose medium | inhibition of the nicotinamide effect, % at 10 µM | 130,000 tested, 0.68% active;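 active = inhibition above a set limit, placed 3 SD over the median of all compounds, cut at about 26% in these data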;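 note: 0% = nicotinamide-treated wells and 100% = cells grown without nicotinamide; some compounds called inactive have numbers as strong as hits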
#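 Measured by: optical density (absorbance) at 615 nm; System: modified budding yeast, DeaD strain; Medium: restrictive CSMM-D dextrose medium; Timing: 4 h preincubation then 48 h treatment at 30 °C.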
# GALR2 blocker: antagonists of human galanin receptor 2 (GALR2); O43603; GALR2-expressing cells, antagonist mode; inhibition, % at 4 µM; 140,000 tested, 0.39% active; in the data active = inhibition above about 27%;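 note: cells stimulated with galanin 1-16 at roughly its EC80; 0% = agonist challenge control and 100% = basal control without agonist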
# Target sequence (O43603 whole entry, looked up): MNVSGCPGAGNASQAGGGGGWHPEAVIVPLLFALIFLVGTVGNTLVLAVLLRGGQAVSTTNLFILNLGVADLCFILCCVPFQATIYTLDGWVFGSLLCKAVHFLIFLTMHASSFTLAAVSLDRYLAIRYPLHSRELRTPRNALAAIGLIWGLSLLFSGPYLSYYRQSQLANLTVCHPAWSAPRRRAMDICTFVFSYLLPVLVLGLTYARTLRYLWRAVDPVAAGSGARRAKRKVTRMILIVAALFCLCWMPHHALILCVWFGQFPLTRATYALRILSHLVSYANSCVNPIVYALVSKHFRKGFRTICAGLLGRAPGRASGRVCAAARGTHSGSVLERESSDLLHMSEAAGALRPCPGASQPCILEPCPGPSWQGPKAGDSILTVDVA
# Phagocytosis inh: inhibitors of macrophage phagocytosis | J774A.1 macrophage IgG-bead phagocytosis, imaging | 110,000 tested, 0.07% active | AID 1029 | inhibition, % at 5 µM;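 active = inhibition above the mean of the plate negative controls plus 5 SD, cut at about 13% in these data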;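 note: phagocytic index as fraction of beads internalized from green versus red external bead signal; plate controls were DMSO negative control for no effect and cytochalasin-D positive control for full effect; some results beyond the cut were filed as inactive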
# MRP-1 activ: activates MRP-1. AID 799. 140,000 tested, 0.61% active. H69AR cells + doxorubicin, viability rescue, CellTiter-Glo. viability increase, % at 10 µM;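 active = viability gain under doxorubicin at or above a set limit, the compound median plus 3 SD, cut at about 4.7% in these data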;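 note: MRP-1 overexpressing cells given doxorubicin 25 µM after compound pretreatment; 18-22 h compound pretreatment then 72 h with doxorubicin before readout; 0% = doxorubicin-only wells and 100% = vehicle-treated cells without doxorubicin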
# HCT116 bCat-KO: beta-catenin-lacking colon tumor cell growth suppression. 140,000 tested, 1.5% active. viability, % at 10 µM. HCT116 beta-catenin knockout viability, CellTiter-Glo, 60 h; active compounds read low;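 active = viability at or under a set limit, the compound median less 4 SD, cut at about 6% in these data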;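 note: 0% = Hyamine 1622 control at 20 µM and 100% = untreated cell control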
# Measles CPE: protection of cells from measles virus; AID 841; protection (pct of control), % at 4 µM; Measles virus-infected cells, CPE protection, absorbance; 140,000 tested, 1.5% active; in the data active = protection mostly above about 24%, no sharp cut-off; inactive = mostly below about 26%; note: some compounds called inactive have numbers as strong as hits
# E-sel TNF inh: blocks E-selectin expression induced by TNF alpha | HUVEC TNFa-induced E-selectin immunofluorescence, high content | inhibition, % at 2 µM | 120,000 tested, 0.71% active | AID 1246;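 active = inhibition above the batch mean plus 3 SD, and confirmed as a hit on visual image review, cut at about 43% in these data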;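 note: 0% = TNF-stimulated DMSO wells and 100% = unstimulated control wells; not every result past the cut was called active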
# Starred values were filed as active, the others as inactive; / = no result given.
# The line under a structure holds: Yeast growth inh, NPY-Y2 antag, PTEN del growth, Yeast life ext, GALR2 blocker, Phagocytosis inh, MRP-1 activ, HCT116 bCat-KO, Measles CPE, E-sel TNF inh
(1) CCc1ccccc1-n1c(SCC(=O)Nc2ccc3c(c2)OCCO3)nc2[nH]ncc2c1=O
 : -31, 0, 87, -3, 10, 0, 0.7, 93, 6, 4
(2) CN(Cc1ccccc1)C(=O)NC1CCCCC1
 : -3, 0, 98, /, -11, /, -5.4, 99, 6, 0
(3) COc1ccc(-c2cn3c(C)c(C(=O)NC(C)C)sc3n2)cc1
 : -41, -2, 22, -20, -4, /, -0.8, 21, 4, 13
(4) CCOC(=O)c1ccc(NC(=S)N2CCSC2c2ccc(Br)cc2)cc1 (stereo not given)
 : -28, 4, 67, 3, -2, /, 0.3, 70, 16, /
(5) Cc1ccc(CNCC2CCCO2)o1 (stereo not given)
 : -22, 0, 97, -7, -7, 2, -1.6, 96, 4, 8
(6) CCn1c(SCC(=O)N2CCOCC2)nc2oc3c(Cl)cc(Cl)cc3c(=O)c2c1=O
 : -54, -4, 13, -9, -4, /, -5.3, 11, 5, -13
(7) CCOC(=O)C(=Nc1ccccc1)NO
 : -45, 0, 95, 4, -5, -3, -1.0, 90, 10, /
(8) COc1ccccc1NS(=O)(=O)c1ccc(C)c(NC(=O)c2ccc(S(=O)(=O)N3CCCCCC3)cc2)c1
 : -24, 8, 70, 2, 6, -1, -2.1, 67, 25, /
(9) CCn1cc(/C=N\NC(=O)c2cc(-c3ccccc3OC)nc3ccccc23)c(C)n1
 : -33, 3, 91, 0, -2, -1, -2.8, 90, 23, 9
(10) CCCC(c1nnnn1Cc1ccc(OC)cc1)N1CCC(C(N)=O)CC1 (stereo not given)
 : -34, 2, 96, -9, -16, 0, -2.5, 111, 4, -4

# The list goes on, overlapping the part above by 5 compounds.
# The line under a structure holds: Yeast growth inh, NPY-Y2 antag, PTEN del growth, Yeast life ext, GALR2 blocker, Phagocytosis inh, MRP-1 activ, HCT116 bCat-KO, Measles CPE, E-sel TNF inh
(6) CCn1c(SCC(=O)N2CCOCC2)nc2oc3c(Cl)cc(Cl)cc3c(=O)c2c1=O
 : -54, -4, 13, -9, -4, /, -5.3, 11, 5, -13
(7) CCOC(=O)C(=Nc1ccccc1)NO
 : -45, 0, 95, 4, -5, -3, -1.0, 90, 10, /
(8) COc1ccccc1NS(=O)(=O)c1ccc(C)c(NC(=O)c2ccc(S(=O)(=O)N3CCCCCC3)cc2)c1
 : -24, 8, 70, 2, 6, -1, -2.1, 67, 25, /
(9) CCn1cc(/C=N\NC(=O)c2cc(-c3ccccc3OC)nc3ccccc23)c(C)n1
 : -33, 3, 91, 0, -2, -1, -2.8, 90, 23, 9
(10) CCCC(c1nnnn1Cc1ccc(OC)cc1)N1CCC(C(N)=O)CC1 (stereo not given)
 : -34, 2, 96, -9, -16, 0, -2.5, 111, 4, -4
(11) CCOC(=O)N1CCN(S(=O)(=O)c2ccc(F)c(C(=O)Nc3ccc(C)c(Cl)c3)c2)CC1
 : -28, 2, 45, 6, -5, -2, 1.1, 53, 3, 3
(12) COc1ccc(CCn2c(-c3cccc([N+](=O)[O-])c3)nc3nc4ccccc4nc32)cc1OC
 : -15, 3, 103, 4, -2, -6, -2.2, 102, 7, 8
(13) OC1CN=C2CCCc3c2n(c2ccc(Cl)cc32)C1 (stereo not given)
 : -69, 4, 71, -27, 6, 1, -3.7, 71, 3, 3
(14) NCCOc1ccccc1-c1ccccc1
 : -41, 7, 99, -2, 6, -1, -1.4, 97, 3, /
(15) Brc1ccc(-c2nnc3sc(CN4CCC5(CC4)OCCO5)cn23)cc1
 : -33, 2, 89, -14, -1, -1, -1.5, 114, 13, -2
(16) FC(F)(F)c1cc(-c2ccccc2)nc(NC2CCCC2)n1
 : -91, 3, 107, -16, -13, 0, 0.7, 92, 13, 3
(17) COc1ccc(N2CC(O)=C(c3n(C)c4ccccc4[n+]3C)C2=N)cc1
 : -21, -1, 97, 1, -1, 1, -2.4, 100, 16, -13
(18) C=CCn1c(SCC(=O)NCCc2ccccc2)nnc1C(C)NC(=O)c1cccs1 (stereo not given)
 : -9, 1, 99, /, -6, /, -1.5, 93, 4, 8
(19) CC(C)OC(=O)CC12CN3CN(C1)CC(CC(=O)OC(C)C)(C3)C2=O
 : 22, 3, 93, /, -8, /, -3.3, 97, 9, -12
(20) O=C(c1ccc(F)cc1)N1CCCCC(S(=O)(=O)c2ccccc2)C1=O (stereo not given)
 : -23, -2, 90, 12, -2, 1, -1.3, 84, 1, 20
(21) COCCn1c(=NC(=O)/C=C/c2ccccc2)sc2cc(NC(C)=O)ccc21
 : -34, 1, 89, -6, 15, -11, -3.9, 89, 9, /
(22) O=C(CN1C(=O)COc2ccccc21)N(Cc1ccccc1)Cc1ccccn1
 : -42, 7, 99, 11, 2, 0, -0.9, 98, 9, -25
(23) COc1nn(CC(=O)N2N=C(C(F)F)CC2(O)C(F)F)cc1[N+](=O)[O-] (stereo not given)
 : -29, 3, 80, /, 14, /, -2.9, 89, 21, -3
(24) O=[N+]([O-])c1ccc(-c2nc(NCc3ccccc3)c3ccccc3n2)cc1
 : -20, 2, 72, -5, -1, -8, -3.1, 86, 4, /
(25) COc1ccc(-c2cc(C(F)(F)F)nc(SCC(=O)NCCN3CCOCC3)n2)cc1OC
 : -18, 4, 100, /, 10, /, -2.9, 95, 13, 11
(26) COc1ccccc1N1CCN(C2CCN(S(=O)(=O)c3ccc4ccccc4c3)CC2)CC1
 : -23, 5, 58, -17, 1, 1, -3.0, 59, 2, 21
(27) COC(=O)c1[nH]c2cc(OC)ccc2c1NC(=O)CCN1CCN(c2cccc(C)c2C)CC1
 : 3, -1, 61, -11, -12, 0, -1.7, 68, 6, -7
(28) O=C(c1sc2ccccc2c1Cl)N(Cc1cccs1)C1CCS(=O)(=O)C1 (stereo not given)
 : -11, 1, 71, -7, 6, 0, -4.3, 73, 8, /
(29) O=c1ccc(NS(=O)(=O)c2ccccc2)cn1Cc1ccc(Cl)c(Cl)c1
 : -12, 0, 88, -16, -11, /, -2.1, 78, 16, 30
(30) Clc1ccc(CSc2cc3c(nn2)-c2ccccc2CC3)cc1
 : -43, 9, 86, -2, -1, -3, -5.0, 93, 9, 11
(31) O=S(=O)(c1cccc2nsnc12)N1CCc2ccccc21
 : 9, 4, 64, -22, 7, /, -3.0, 70, 11, -5
(32) CC(C)OCCCNC(=O)Cn1ncc2c(=O)oc3ccccc3c21
 : -26, 3, 101, -2, 13, -3, -1.5, 95, 10, 5
(33) CCN(CC)C(=O)c1ccc(S(=O)(=O)NCc2cccnc2)cc1
 : -37, -1, 90, 0, -14, 0, 0.8, 86, 22, 10
(34) COC(=O)c1ccc(C(=O)OC)c(NC2=NS(=O)(=O)c3ccccc32)c1
 : -70, 2, 85, 2, -8, 3, -0.9, 86, 7, 12
(35) CC1CCN(C(c2ccc(N(C)C)cc2)c2nnnn2Cc2ccc(F)cc2)CC1 (stereo not given)
 : -21, 2, 84, -10, -3, 0, -0.2, 82, 11, -6
(36) COc1cccc(/C=N/Nc2nc3ccccc3n3cnnc23)c1
 : 2, 2, 93, 6, -4, -5, -1.3, 99, 14, /
(37) O=C(CCC(=O)N/N=C/c1ccccc1O)NCc1ccccc1
 : -37, 2, 83, 7, 4, 0, 4.5, 80, 7, /
(38) CC(C)(C)c1nc(CN2CCCCC2)cc(CN2CCCCC2)c1O
 : -3, 3, 58, -11, -5, 1, -5.4, 59, 4, /
(39) CCCNS(=O)(=O)c1ccc(N2CCCC2=O)c([N+](=O)[O-])c1
 : -8, -1, 87, -5, -1, -6, -2.3, 87, 6, /
(40) CCCC(=O)NC(=S)Nc1ccccc1OC
 : 2, 4, 84, -18, 0, -1, -3.9, 77, 3, -28

# New compounds follow:
entry	mol	Yeast growth inh	NPY-Y2 antag	PTEN del growth	Yeast life ext	GALR2 blocker	Phagocytosis inh	MRP-1 activ	HCT116 bCat-KO	Measles CPE	E-sel TNF inh
41	CCOc1cc(NC(=O)C2CC2)c(OCC)cc1NC(=O)CCn1nnc2ccccc21	-53	2	87	3	13	-3	-0.4	89	8	/
42	COC(=O)C1=NN[C@H](C(=O)OC)[C@H]1c1ccccc1	-2	2	95	6	11	-3	0.6	98	4	/
43	O=C1CC(c2ccc(Cl)cc2)CC(O)=C1C=NCCN1CCNCC1 (stereo not given)	-2	-1	98	2	4	0	0.8	103	/	17
44	COc1ccc(OCCNc2cc(N3CCCCC3)ccc2[N+](=O)[O-])cc1	-53	18*	72	1	2	/	0.8	61	5	-63
45	Cc1ccsc1C1NC(=O)c2c(sc3c2CCCC3)N1 (stereo not given)	-43	0	86	-7	-8	/	-3.4	80	2	14
46	O=C(COC(=O)c1cccs1)Nc1nc(-c2ccccc2)cs1	-41	3	94	-4	-1	-4	0.8	92	17	-28
47	CCN(CC)C(=S)Sc1c(-c2ccccc2)c2cc(Cl)ccc2[nH]c1=O	-63	2	87	-6	-4	-1	-0.6	77	6	-15
48	Cc1nn(Cc2ccc([N+](=O)[O-])cc2)c(=O)n1N(C)c1ncc(C(F)(F)F)cc1Cl	-20	1	86	-3	1	-2	1.1	91	5	-7
49	COC(=O)c1c(C)nc2ccccc2c1-c1ccccc1	-23	5	79	-10	17	/	-2.4	83	7	-34
50	COc1ccc(NC(=O)C(=O)NNC(=O)c2cccs2)c(OC)c1	-21	-1	91	-8	3	-1	-2.4	102	3	28
51	Cc1c(N/N=C(\C#N)C(=O)c2ccccc2)c(=O)n(-c2ccccc2)n1C	2	2	9	2	11	-15	-1.7	10	1	/
52	CCC(C)NC(=O)CNC(=S)N(Cc1ccccc1)Cc1cccnc1 (stereo not given)	-31	1	95	6	-2	-3	-2.8	92	12	-3
53	CCCCC(=O)Nc1sc(C(=O)N(CC)CC)c(C)c1C(=O)OC	-16	7	97	/	-1	/	-3.9	86	4	0
54	COc1cccc(NC(=O)c2cc(C(=O)Nc3cccc(OC)c3)n(C)n2)c1	-60	2	110	6	4	1	-0.3	115	24	-1
55	Cc1ccc(S(=O)(=O)Nc2ccc(-c3cn4ccc(C)cc4n3)cc2)cc1	-4	2	81	2	13	-2	-0.9	82	13	/
56	O=S(=O)(Cc1ccccc1Cl)N1CCCCC1	-5	3	100	-4	0	-2	-2.2	88	22	/
57	COc1ccc(C2CC(=O)C(C=NCCN3CCNCC3)=C(O)C2)cc1OC (stereo not given)	-8	1	93	2	-7	0	-0.7	96	2	-23

# Compound profiles, from the list above:
# `Cc1ccc(S(=O)(=O)Nc2ccc(-c3cn4ccc(C)cc4n3)cc2)cc1` in the list: Yeast growth inh = -4; NPY-Y2 antag = 2; PTEN del growth = 81; Yeast life ext = 2; GALR2 blocker = 13; Phagocytosis inh = -2; MRP-1 activ = -0.9; HCT116 bCat-KO = 82; Measles CPE = 13; E-sel TNF inh = /
# `O=C(CN1C(=O)COc2ccccc21)N(Cc1ccccc1)Cc1ccccn1` in the list: Yeast growth inh = -42; NPY-Y2 antag = 7; PTEN del growth = 99; Yeast life ext = 11; GALR2 blocker = 2; Phagocytosis inh = 0; MRP-1 activ = -0.9; HCT116 bCat-KO = 98; Measles CPE = 9; E-sel TNF inh = -25

# Screens deposited in PubChem by several laboratories.
